Cneo AK release = Cryptococcus neoformans lysis via adenylate kinase release | C. neoformans lysis, adenylate kinase release luminescence, 4 h; normalised: neutral wells 0, clomiphene wells 100 | lysis activity, % at 15 µM | 0.2% of 360,000 active | AID 651654;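 active means mean lysis activity across replicates of at least 80%, whatever share of replicates individually reach that level; inactive means mean lysis activity below 80%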
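Material: C. neoformans cells | Amount: Yeast cell density of 5 × 10^6 cells/mL | Medium: Fresh YPD growth medium | Dosing: Single dose | Times: Static 4 h at 37 °C with compound, 1 h detection | Detection: AK luminescence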
PAX8 inh HTS = PAX8 transcriptional activity inhibition; RMG-I TPO-luciferase reporter, SteadyGlo, 24 h; inhibition, % at 12.6 µM; 1.2% of 360,000 active; AID 652154;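 active means mean replicate inhibition at least 60% with every replicate also reaching 60%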;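 further: luciferase light reporting Pax8 driven TPO promoter activity; plate controls were median of neutral control wells for no effect and mitoxantrone controls for full effect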
Casp6 inh = caspase-6 (human) enzyme inhibition; P55212; purified caspase-6, Z-VEID-R110 cleavage fluorescence; inhibition, % at 12.5 µM; 0.53% of 350,000 active; AID 686996;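 active means mean inhibition across replicates at least about 35%, with every replicate also reaching that limit, limit read from the data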;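 further: 0% = median of neutral control wells and 100% = no fluorescence left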
Target sequence (P55212 24-179 limits assumed): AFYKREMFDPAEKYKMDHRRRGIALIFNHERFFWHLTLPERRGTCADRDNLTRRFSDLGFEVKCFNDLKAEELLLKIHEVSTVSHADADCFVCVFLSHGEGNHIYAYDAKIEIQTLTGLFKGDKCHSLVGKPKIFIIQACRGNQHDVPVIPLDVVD
Target sequence (P55212 194-293 limits assumed): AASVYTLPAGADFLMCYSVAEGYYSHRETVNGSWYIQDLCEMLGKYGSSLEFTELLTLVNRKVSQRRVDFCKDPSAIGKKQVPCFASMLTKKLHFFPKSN
FN deposit inh = fibronectin deposition inhibition | AH1F fibroblasts, Alexa488-fibronectin deposition fluorescence, overnight | inhibition, % at 12.6 µM | 0.086% of 350,000 active;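 active means mean inhibition across replicates of 30% or more, regardless of how many single replicates reach that level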;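 further: positive control wells lacked labelled fibronectin entirely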
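Test system: AH1F fibroblast monolayer depositing Alexa488-labelled fibronectin into matrix. Input: 10000 cells per well. Technique: fluorescence, ex 485 nm, em 525 nm. Buffer or medium: DMEM plus 2% serum, read in PBS. Timing: 1 h cell adhesion before compound, then overnight fibronectin incubation. Compound: single dose, pinned. Read-out basis: inhibition from reduced deposited-fibronectin fluorescence.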
miR122 inh = blocks miR-122 activity in Huh7 sensor cells. 0.3% of 340,000 active. Huh7 miR-122 Renilla luciferase sensor, 48 h; neutral wells = 0, positive control = 100. activation (reporter increase), % at 12.5 µM;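 active means mean replicate activation score at least 90 and every replicate individually at or above 90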;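 further: higher luciferase means less miR-122 activity so hits act as miR-122 inhibitors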
EWS-Fli inh = EWS/Fli transcriptional activity inhibition; A673 NR0B1-luciferase reporter, viability-normalised; inhibition, % at 12.6 µM; 0.67% of 350,000 active;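 active means mean inhibition of at least 50% after viability correction, with every replicate also passing that limit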;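 further: firefly luciferase signal divided by Alamar Blue viability fluorescence both relative to DMSO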
LGR2 inh = Drosophila LGR2 receptor signaling inhibition | HEK293 LGR2, CRE-luciferase, bursicon-stimulated, 4 h | inhibition, % at 9.99 µM | 0.35% of 380,000 active;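 active means drop in luminescence signal, shown as inhibition above about 50% in the replicate tests, limit read from the data, passing the limit was not always enough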;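 further: agonist challenge used bursicon conditioned medium at about half maximal strength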
PGC1a acetyl inh = PGC1a acetylation modulation, inhibitor mode; inhibition, % at 15.6 µM; 0.17% of 350,000 active; U2OS PGC1a acetylation, AlphaScreen anti-acetyl-lysine; with virally co-expressed GCN5 acetyltransferase;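 active means every replicate shows inhibition of at least 40%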;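 further: 0% = neutral control wells and 100% = positive control wells; some results beyond the cut were filed as inactive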
An asterisk follows results filed as active; x = no result given; [ ] = remark or other dose. The order is random; overall some 2.5% were active at least once.

Values run as follows: EWS-Fli inh	LGR2 inh	Cneo AK release	PGC1a acetyl inh	PAX8 inh HTS	miR122 inh	Casp6 inh	FN deposit inh
- N#CC1(NC(=O)COC(=O)c2ccccc2[N+](=O)[O-])CCCCC1
→ -4	-1	1	-4	-14	-2	-3	0
- COc1nc(OC)nc(N2CCC(C(=O)NCc3ccc(F)cc3)CC2)n1
→ x	x	0	3	x	-2	x	-7
- CCc1c(C)[nH]c2c1C(=O)C(CN1CCOCC1)CC2 (centres undefined)
→ -1	x	-3	5	1	5	-2	-3
- O=C(C[C@@H]1CC[C@@H]2NC[C@@H](O)COC[C@H]2O1)Nc1ccc(-c2ccccc2)cc1
→ -7	-4	42	1	6	-3[16.7 µM]	-1	-4
- O=C(c1ccccn1)N(CC1CCCO1)C1(C(=O)NC2CCCCC2)CCCCC1 (centres undefined)
→ x	x	-3	-9	-10	-1	x	-14
- COc1ccc(C(C)(C)C)cc1NC(=O)COC(=O)C(C)C
→ 6	-3	x	-4	3	x	-5	3
- Cc1ccc(-n2c(N)c(C(=O)N3CCOCC3)sc2=S)cc1
→ x	-14	1	-4	x	0	x	-1
- O=C(O)CNC(=O)C1CCCN1C(=O)CNC(=O)OCc1ccccc1 (centres undefined)
→ -4	5	3	30	-26	x	-1	3
- Cc1c(N)ccc(-n2nc3ccccc3n2)c1C
→ -1	-22	1	2	-20	-2	0	3
- CC(C)c1ccc(NC(=O)COc2ccc(S(=O)(=O)N3CCOCC3)cc2)cc1
→ x	x	1	3	7	4	x	19
- Cc1noc(C)c1NC(=O)Nc1cccc2c1O[C@@H](CN(C)C(=O)Nc1ccccc1)[C@H](C)CN([C@H](C)CO)C2=O
→ -4	17	0	9	-5	1[16.7 µM]	-1	x
- O=C(NCCN1CCCCC1)Nc1ccc(Br)cc1
→ -14	-5	0	-6	8	-2	-1	-4
- CCN(CC)CCN(C)C(=O)CCc1nnc(-c2ccc(C)s2)o1
→ -12	-41	2	-6	-24	-7	0	-1
- O=C(O)CC1(CC(=O)Nc2ccc3sccc3c2)CCCCC1
→ -2	-3	0	10	7	-1	1	-2
- COc1cccc(OCCCN2CCCCC2)c1
→ x	14	4	7	x	x	x	4
- CCN(C(=O)CSc1nncn1-c1ccccc1)C1CCS(=O)(=O)C1 (centres undefined)
→ 2	10	1	2	-11	-7	-106	-4
- O=C(c1ccc(S(=O)(=O)N2CCOCC2)cc1)N1CCCc2ccccc21
→ x	x	1	5	x	5	x	0
- CO[C@@H]1CN(C)C(=O)c2cc(NS(=O)(=O)c3cn(C)cn3)ccc2OC[C@@H](C)N(Cc2cccc(C(F)(F)F)c2)C[C@H]1C
→ -4	1	1	6	11	x	-3	-6
- CC(C)COc1cccc(C(=O)N(CC(=O)Nc2ccccc2C(F)(F)F)Cc2ccco2)c1
→ 10	15	7	-9	-4	7	1	0
- Cc1onc(-c2c(Cl)cccc2Cl)c1C(=O)N1CCOCC1
→ -2	2	0	x	2	x	3	7
- NC(=O)CC(NC(=O)c1ccc(Br)cc1)c1ccc(NCCc2ccc(F)cc2)c([N+](=O)[O-])c1 (centres undefined)
→ 1	10	7	x	32	8	-4	1
- CC(NC(=O)c1ccncc1)c1ccc(Cl)cc1Cl (centres undefined)
→ -1	6	-1	-10	26	x	-3	-3
- O=C(COC(=O)[C@@H]1CCCN1S(=O)(=O)c1ccccc1F)c1ccccc1
→ 8	0	-1	x	13	2	6	4
- C[C@H](O)C#Cc1ccc2c(c1)O[C@@H](CN(C)Cc1ccc(-c3ccccc3)cc1)[C@@H](C)CN([C@H](C)CO)S2(=O)=O
→ 20	6	-2	8	94*	-34[16.7 µM]	1	x
- Cc1cc(C)n2cc(CSCC(=O)O)nc2n1
→ x	-8	x	x	19	-11	x	-3
- COC(=O)c1ccc(CSc2nnc(CNC(=O)COc3ccc(Cl)cc3)o2)o1
→ x	x	0	1	27	-3	x	6
- CSc1ccc(CN(C)CC(=O)Nc2ccccc2C(=O)NC2CC2)cc1
→ 2	-16	0	x	-1	x	3	2
- Cc1nc2c(C)cccn2c(=O)c1NC(=O)c1ccc2c(c1)OCO2
→ -3	0	2	x	3	22	-3	-7
- CCOc1cc(N2CCOCC2)c(OCC)cc1NC(=O)COc1cccc(CC)c1
→ 7	9	0	0	21	-8	3	0
- C[C@@H](O)C#Cc1ccc2c(c1)O[C@@H](CN(C)C(=O)CN(C)C)[C@@H](C)CN([C@@H](C)CO)S2(=O)=O
→ -1	-13	-1	8	x	-3[16.7 µM]	0	x
- CCOc1ccc(CCNC(=O)c2ccc(S(=O)(=O)N3CCCC3)cc2)cc1OCC
→ 4	8	-1	x	0	x	1	2
- COc1cc(N)c(Br)cc1C(=O)O
→ 8	6	-1	0	0	-9	1	x
- COC(=O)COc1ccc(S(=O)(=O)NCC2CCCO2)cc1Cl (centres undefined)
→ x	5	-1	7	x	-3	x	11
- CC1CCN(C(=O)CSc2nnc(Cn3c(=O)sc4ccccc43)n2C)CC1
→ 2	1	1	x	-8	-2	0	0
- O=C(COC(=O)/C=C/c1ccco1)NC1CCCCC1
→ -4	6	2	-1	-9	10	17	3
- COc1ccc(-c2nc(-c3cccc(C(F)(F)F)c3)no2)cc1OC
→ x	x	0	x	1	7	x	1
- CC1(C(=O)Oc2ccccc2)Cc2ccccc2C(=O)O1 (centres undefined)
→ 2	-1	x	3	10	6	0	3
- O=C(COc1cc2oc(=O)c3c(c2cc1Cl)CCC3)NCC1CCC(C(=O)O)CC1 (centres undefined)
→ x	8	x	x	9	x	2	1
- c1ccc(COc2ccc3nocc3c2)cc1
→ -97	-123	-2	x	-141	0	2	-6
- C[C@H](CO)N1C[C@H](C)[C@H](CN(C)CC2CCCC2)Oc2ncc(Br)cc2C1=O
→ -5	1	-8	5	x	0[16.7 µM]	0	x
- COC(=O)c1cccc(-n2c(C)cc(/C=C3\SC(=O)NC3=O)c2C)c1
→ -3	3	-3	x	-25	-5	8	-10
- CN(C)CC(=O)Nc1ccc2c(c1)[C@@H]1C[C@H](CC(=O)NCc3ccc4c(c3)OCO4)O[C@@H](CO)[C@@H]1O2
→ 5	0	-1	-2	10	-5[16.7 µM]	x	0
- Cc1ccc2c(c1)c(C)c(C)n2CC(O)CN1CCOCC1 (centres undefined)
→ x	x	1	-4	3	9	x	-2
- Cc1cc(N=Nc2c(O)c3ccccc3[nH]c2=O)ccc1N=Nc1ccc(C(=O)N(C)C)cc1
→ -29	-9	1	x	-3	x	x	12
- Nc1cc(Br)cc2c1[nH]c(=O)c1ccccc12
→ -12	-6	2	x	-7	x	-1	4
- COCCN(Cc1cc2c(C)cc(C)cc2nc1Cl)C(=O)c1ccccc1F
→ 8	-1	x	0	31	x	1	1
- Cc1ccc(S(=O)(=O)Nc2ccc3c(c2)nc(CCN2CCOCC2)n3C)cc1
→ 0	12	x	6	20	-6	-4	6
- COc1ccc(/C=C/CN2CCN(CCc3ccccc3)C(CCO)C2)cc1 (centres undefined)
→ 2	7	3	-4	-3	-5	-2	9
- CCOc1ccccc1C(=O)Nc1ccc(NC(=O)c2ccccc2)cc1
→ -10	-15	1	x	-2	x	-3	1
- CCCCCNC(=O)c1ccc2c(c1)ncn2-c1ccc(OC)cc1
→ -13	9	-4	-11	-29	14	0	9
- Fc1cnc(Cl)nc1N1CCN(c2ccccc2)CC1
→ 2	1	x	x	1	x	1	2
- S=c1[nH]nc(Cc2ccccc2)n1Cc1ccco1
→ 6	6	2	-3	x	-18	2	x
- C[C@@H]1CN([C@@H](C)CO)C(=O)CCCn2nncc2CO[C@@H]1CN(C)Cc1ccc(C(=O)O)cc1
→ 3	2	x	9	-1	x	1	-2
- CN(C)S(=O)(=O)c1cc(NC(=O)c2cc(=O)c3ccccc3o2)ccc1Cl
→ -52	-36	7	3	-84	-2	6	2
- O=C(CSc1nnc2ccccn12)NNC(=O)c1ccccc1
→ -2	-18	x	1	2	x	0	16
- C/C=C/c1ccc([C@@H]2[C@H]3CN(C(=O)Cc4cccnc4)CC(=O)N3[C@H]2CO)cc1
→ -1	-4	x	-2	-18	x	1	x
- CCS(=O)(=O)N1CCN(c2cnn(-c3ccccc3)c(=O)c2Cl)CC1
→ 1	x	0	12	1	2	-5	1
- COCC(=O)N1CC[C@@H]2[C@@H](CO)Nc3ccc(C#Cc4ccccc4)cc3[C@@H]21
→ -4	-8	4	1	1	5[16.7 µM]	1	11
- CCNC(=O)COC(=O)CCNC(=O)c1cccc(C)c1
→ 2	-17	-1	8	4	x	-1	x
- CC1CC(C)CN(C(=S)NC2CCCCC2)C1 (centres undefined)
→ -17	-6	x	x	5	x	0	-1

Some of these compounds in order of the Casp6 inh value, highest first:
SMILES | Casp6 inh
CN(C)S(=O)(=O)c1cc(NC(=O)c2cc(=O)c3ccccc3o2)ccc1Cl | 6
O=C(CSc1nnc2ccccn12)NNC(=O)c1ccccc1 | 0
Cc1ccc(S(=O)(=O)Nc2ccc3c(c2)nc(CCN2CCOCC2)n3C)cc1 | -4

(next part)
Values run as follows: EWS-Fli inh	LGR2 inh	Cneo AK release	PGC1a acetyl inh	PAX8 inh HTS	miR122 inh	Casp6 inh	FN deposit inh
- S=c1[nH]nc(C2CCCCC2)n1/N=C/c1cccc(Cl)c1Cl
→ 4	3	11	x	10	-8	-6	-2
- COc1ccc(OC)c2nc(-c3cccnc3)ccc12
→ -53	-12	0	x	-99	x	-1	2
- O=C(COC(=O)c1cccc([N+](=O)[O-])c1)NNC(=O)c1cccs1
→ 0	3	0	-1	-1	-5	1	-11
- CC12CC3CC(C)(C1)CC(C(=O)NCc1ccncc1)(C3)C2
→ 0	-7	-6	-12	-4	-1	-5	-4
- Cc1cc(C)n2nc(S(=O)(=O)NCCc3ccccc3)nc2n1
→ 2	-9	2	-9	-1	8	2	-2
- CC(C)OC(=O)/C(C#N)=C/c1c[nH]c2ccccc12
→ -10	-35	x	x	-2	x	1	6
- Cn1c2ccc(F)cc2c2nnc(NN)nc21
→ 10	14	-2	3	18	3	-1	1
- CCCNC(=O)N[C@@H]1CC[C@@H](CCn2cc(C3CCCCC3)nn2)O[C@@H]1CO
→ 4	-9	0	1	-9	-3[16.7 µM]	1	-4
- COc1cccc(-c2ccc3c(c2)O[C@H](CN(C)Cc2cccnc2)[C@@H](C)CN([C@H](C)CO)S3(=O)=O)c1
→ 14	-13	-6	-16	56	14[16.7 µM]	0	3
- O=C(C1=C(O)C(=O)N(CCN2CCOCC2)C1c1cccc([N+](=O)[O-])c1)c1cc2ccccc2o1 (centres undefined)
→ 4	-10	1	1	12	-3	2	6
- CCc1nnc(NC(=O)/C=C/c2cccs2)s1
→ -53	4	6	2	-163	6	4	-6
- COc1ccc(C(=O)COC(=O)CCN2C(=O)C3C4CCC(C4)C3C2=O)cc1 (centres undefined)
→ 2	-9	x	x	4	x	-1	-11
- C/C=C/c1ccc([C@@H]2[C@@H](CO)N(C(=O)C3CCCCC3)C23CN(C(=O)NC(C)C)C3)cc1
→ 0	-2	x	-1	x	x	-2	-4
- Nc1nc(Cl)nc2c1ncn2C1CC(O)C(CO)O1 (centres undefined)
→ 27	21	3	-25	33	-6	1	-7
- CCOc1ccc(NC(=O)NCc2ccco2)cc1
→ -10	-6	-2	x	-21	-6	-1	-15
- C[C@@H]1CCCCO[C@@H](CN(C)S(=O)(=O)c2cn(C)cn2)[C@@H](C)CN([C@@H](C)CO)C(=O)c2cc(NS(=O)(=O)c3cn(C)cn3)ccc2O1
→ -16	19	0	-7	1	5[16.7 µM]	-2	7

Screening data as filed in PubChem BioAssay.
